Compound activity deposited in PubChem BioAssay by The Scripps Research Institute Molecular Screening Center.
FBW7 activator – FBW7 E3 ligase activators, primary screen, biochemical, AlphaScreen, human; F-box/WD repeat-containing protein 7 (Homo sapiens), Q969H0; AlphaScreen FBW7–phospho-cyclin E peptide binding, activator screen; normalized activity (activation), % at 26.1 µM; 650,000 tested, 0.13% active; AID 1259310, 2017; in the data active means normalized activity above about 1.9%;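 further: purified mutant Fbw7 with reduced substrate affinity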
GPR151 activ – activators of human GPR151, primary screen, cell-based, PathHunter beta-arrestin, luminescence. PathHunter beta-arrestin GPR151 cells. activation, % at 11.2 µM. 650,000 tested, 1% active. AID 1508602, 2020; in the data active means activation above about 4.9%;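 further: 0% = median of compound wells and 100% = cells with positive control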
Target sequence (Q8TDV0 whole entry, looked up): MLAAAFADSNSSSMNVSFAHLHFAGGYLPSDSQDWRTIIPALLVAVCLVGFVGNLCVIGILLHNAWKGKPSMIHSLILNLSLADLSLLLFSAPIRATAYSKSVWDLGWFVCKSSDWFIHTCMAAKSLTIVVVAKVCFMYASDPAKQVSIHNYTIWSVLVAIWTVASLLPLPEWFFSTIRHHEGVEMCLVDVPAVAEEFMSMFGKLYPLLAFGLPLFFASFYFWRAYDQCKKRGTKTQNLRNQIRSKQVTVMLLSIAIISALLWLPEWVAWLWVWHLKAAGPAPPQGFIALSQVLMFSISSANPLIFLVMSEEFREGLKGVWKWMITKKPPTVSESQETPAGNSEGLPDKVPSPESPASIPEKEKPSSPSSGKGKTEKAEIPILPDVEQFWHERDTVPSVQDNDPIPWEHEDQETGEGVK
MITF inh – MITF inhibitors, primary screen, biochemical, AlphaScreen, human; Microphthalmia-associated transcription factor (Homo sapiens), O75030; AlphaScreen MITF homodimerization, bead proximity signal; inhibition, % at 2.6 µM; 650,000 tested, 0.91% active; AID 1259374, 2018; in the data active means inhibition above about 50%;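 further: 0% = vehicle wells with protein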
Target sequence (O75030 whole entry, looked up): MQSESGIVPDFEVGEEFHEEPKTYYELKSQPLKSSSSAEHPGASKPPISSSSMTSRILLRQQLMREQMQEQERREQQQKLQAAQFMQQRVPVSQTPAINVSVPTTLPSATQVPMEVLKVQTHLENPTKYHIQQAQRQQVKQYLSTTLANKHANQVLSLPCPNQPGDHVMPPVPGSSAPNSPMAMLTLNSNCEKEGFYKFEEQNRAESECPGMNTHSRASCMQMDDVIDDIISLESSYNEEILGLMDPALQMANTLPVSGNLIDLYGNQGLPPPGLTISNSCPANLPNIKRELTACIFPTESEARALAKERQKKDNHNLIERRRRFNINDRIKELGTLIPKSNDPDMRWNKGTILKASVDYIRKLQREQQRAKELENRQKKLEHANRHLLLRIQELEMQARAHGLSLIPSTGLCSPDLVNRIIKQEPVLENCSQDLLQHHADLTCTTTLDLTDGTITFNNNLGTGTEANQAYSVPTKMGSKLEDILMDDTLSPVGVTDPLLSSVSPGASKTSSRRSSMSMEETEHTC
TEAD-YAP inh – TEAD-YAP interaction inhibition, primary screen, TEAD-YAP interaction inhibitor project, luminescence, HEK-TIYL cells. TEAD-Gal4/YAP UAS-luciferase luminescence. inhibition, % at 9.12 µM. AID 1259422, 2018. 640,000 tested, 1.4% active; in the data active means inhibition above about 32%;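 further: 0% = median of test compound wells and 100% = reference inhibitor wells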
Numbers without * were called inactive.

SMILES,TEAD-YAP inh,GPR151 activ,MITF inh,FBW7 activator
COc1cccc(C2/C(=C(\O)c3ccc(Cl)cc3)C(=O)C(=O)N2c2ccc(C)c(Br)c2)c1 (centres undefined),8,-0.9,10,0.5
CC1(C)CC(=O)C(C2COC3=C2C(=O)CC(C)(C)C3)C(=O)C1 (centres undefined),0,-0.3,-1,-0.1
C#CCN1C(=O)S/C(=C/c2ccccc2[N+](=O)[O-])C1=O,4,-1.1,-1,-0.1
O=C(COC(=O)Cc1ccc(Br)cc1)Nc1ccc(F)c(F)c1F,2,-0.3,-6,0.1
COc1ccc(N(CC(=O)Nc2ccc(OCc3ccccc3)cc2)S(C)(=O)=O)cc1,11,1.6,0,0.1
O=C(NC1CC1)c1cccnc1SCc1ccccc1Cl,5,-1.1,4,0.0
CC(=O)Nc1ccc(S(=O)(=O)NCCC2=CCCCC2)cc1,6,-1.3,6,0.5
CCCc1sc(N)nc1-c1ccc(C)cc1,-1,-0.3,-14,-0.2
COc1cc2c(cc1/C=C1\SC(=O)NC1=O)OCO2,-5,-1.0,1,0.7
COc1ccc(N=Cc2cccc([N+](=O)[O-])c2)cc1Cl,1,-1.3,1,-0.2

Next compounds
SMILES,TEAD-YAP inh,GPR151 activ,MITF inh,FBW7 activator
CCc1ccc2oc(-c3cccc(NC(=O)c4ccncc4)c3)nc2c1,-42,1.4,12,-0.1
O=C(Nc1cc(Cl)c(Oc2cccc3cccnc23)c(Cl)c1)c1cc(Cl)cc(Br)c1O,-8,0.2,-15,-0.1
CN(C)c1ccc(NC(=O)CCCOc2ccccc2)cc1,-20,2.0,5,0.1
Nc1ccc(C(=O)N/N=C/c2sc(N3CCOCC3)nc2-c2ccccc2)cc1,11,-0.1,2,-0.1
O=C(NCC(O)c1ccc(Cl)cc1)c1cc(-c2cc3cn[nH]c3cc2F)cc2c1OCC2 (centres undefined),-1,-0.9,19,0.1
O=[N+]([O-])c1ccc(Cc2nnc(-c3cccs3)o2)cc1,-46,1.1,22,-0.2
CCCC(Nc1ccc(Br)cn1)n1cncn1 (centres undefined),2,-0.7,-18,0.4
CCOC(=O)N1CCC(NC(=O)CCNC(=O)Cn2ccc3ccccc3c2=O)CC1,-8,-0.4,12,0.0
CCN(C(=O)/C=C/c1ccc(OC)cc1)c1ccccc1,-39,0.0,-4,-0.1
Cc1[nH]c2ccccc2c1C(=O)COC(=O)/C=C/c1ccc([N+](=O)[O-])cc1,-2,-2.0,19,0.1

Next results.
SMILES,TEAD-YAP inh,GPR151 activ,MITF inh,FBW7 activator
COc1cccc(-c2nc(CS(=O)(=O)CC(=O)NC3CCCC(C)C3C)c(C)o2)c1 (centres undefined),5,0.3,13,-0.1
COc1ccc(S(=O)(=O)N(CC(=O)NC2CC2)c2ccc(C)cc2)cc1,-2,-0.3,13,0.0
O=C1C2C3C=CC(C4CC34)C2C(=O)N1/N=C/c1ccc(O)c(Br)c1 (centres undefined),-4,-0.3,-1,-0.1
O=C(COc1ccccc1Br)Nn1c(SCC(=O)c2ccccc2)nc2ccsc2c1=O,-1,-0.5,-4,-0.2
COc1ccc(NS(=O)(=O)c2cccc3cccnc23)cc1OC,16,1.1,11,0.1
COc1ccccc1N=C1S/C(=C\c2ccc(O)cc2)C(=O)N1c1ccccc1OC,4,2.0,9,0.0
CC(=O)OCCNc1cc(SCc2ccc(Cl)cc2)c2nonc2c1[N+](=O)[O-],7,1.3,1,0.1
COc1ccc(CC(=O)N2CC(=O)Nc3ccc(C)cc3C2c2ccccc2)cc1OC (centres undefined),3,-1.9,-3,0.0
O=C(c1ccccc1)c1c(-c2ccccc2)oc(-c2ccc(Br)cc2)nc1=S,4,-1.0,6,-0.1
Cn1nccc1C(=O)N/N=C\c1ccco1,-10,-2.2,24,0.3

(listing goes on)
SMILES,TEAD-YAP inh,GPR151 activ,MITF inh,FBW7 activator
NCCCC[C@@H]1NC(=O)[C@H]2CN(Cc3ccccc3)CCN2C1=O,10,1.9,-2,0.1
CCCCOC(=O)c1ccc(NC(=O)C2C3C=CC(O3)C2C(=O)O)cc1 (centres undefined),-26,-1.3,-9,0.1
COc1ccc(-c2csc3ncc(C(=O)N(CCO)C(C)C)c(=O)n23)cc1,8,-0.8,-5,0.5
Nc1nc(N)nc(Cn2c(-c3nonc3N)nc3ccccc32)n1,2,-0.5,-2,0.1
CC(=O)N1CCC[C@H]1C(=O)N1CCC(c2[nH]ncc2Cc2ccccc2)CC1,7,-0.7,2,-0.1
CC(C)Sc1ccc(C(=O)Nc2nc3c(s2)CN(C)CC3)cc1,3,0.2,-3,-0.1
CCc1nnc(SCC(=O)Nc2ccccc2OC)n1-n1cccc1,5,-0.5,16,0.6
COc1ccccc1N1CC(=O)NC1=O,6,0.5,3,-0.1
CSc1ccc(NC(=O)N2CCCC(CCC(=O)NCc3ccccc3F)C2)cc1 (centres undefined),-14,0.5,-5,-0.1
COc1ccc(C2=NNC(CC(=O)NN)C2)cc1 (centres undefined),-3,-0.5,-2,-0.2

Limited to GPR151 activ, FBW7 activator and MITF inh (two entries from above):
smiles,GPR151 activ,FBW7 activator,MITF inh
CCN(C(=O)/C=C/c1ccc(OC)cc1)c1ccccc1,0.0,-0.1,-4
Cc1[nH]c2ccccc2c1C(=O)COC(=O)/C=C/c1ccc([N+](=O)[O-])cc1,-2.0,0.1,19

(continued)
SMILES,TEAD-YAP inh,GPR151 activ,MITF inh,FBW7 activator
COc1ccc(C(=O)CSc2nnc3n2CCN3c2ccccc2)cc1,1,1.4,-1,0.3
Oc1oc(-c2ccccc2)nc1C=Nc1cc(Cl)c(Cl)cc1Cl,-7,-1.1,-12,-0.1
CC(C)N(C(=O)c1ccccc1I)C(C)C,16,-0.1,0,-0.1
COC(=O)c1ccc(C2c3c(oc4ccccc4c3=O)C(=O)N2CCN(C)C)cc1 (centres undefined),-11,-1.7,17,0.0
O=C(Nc1ccc2oc(-c3ccncc3)nc2c1)c1cccc(Br)c1,9,0.4,5,0.1
CCOC(=O)C1=C(C)NC2=C(C(=O)CCC2)C1c1ccc(OCC)c(OC)c1 (centres undefined),-3,1.2,11,0.1
N#CC1=C(SCC(=O)Nc2ccccc2)NC(=O)CC1c1ccc(Br)cc1 (centres undefined),-9,-0.4,-2,-0.2
COc1ccc2ccc(OC)c(/C=C3/C(=O)N(C)C(=S)N3C)c2c1,8,0.1,18,0.1
CCCOc1ccccc1CNCCCN1CCOCC1,-3,-1.2,18,0.3
Cc1[nH]c(=S)[nH]c(=O)c1CCOc1ccccc1,2,-0.3,15,0.2

A second format for two compounds above.
Value order – TEAD-YAP inh	GPR151 activ	MITF inh	FBW7 activator
COc1ccc(C(=O)CSc2nnc3n2CCN3c2ccccc2)cc1
    1	1.4	-1	0.3
CC(=O)Nc1ccc(S(=O)(=O)NCCC2=CCCCC2)cc1
    6	-1.3	6	0.5

Full records as entered above. Values in the order: TEAD-YAP inh	GPR151 activ	MITF inh	FBW7 activator
Results for `N#CC1=C(SCC(=O)Nc2ccccc2)NC(=O)CC1c1ccc(Br)cc1` (centres undefined) → -9	-0.4	-2	-0.2
Results for `O=C(Nc1ccc2oc(-c3ccncc3)nc2c1)c1cccc(Br)c1` → 9	0.4	5	0.1
Results for `CCOC(=O)C1=C(C)NC2=C(C(=O)CCC2)C1c1ccc(OCC)c(OC)c1` (centres undefined) → -3	1.2	11	0.1

Next results follow:
SMILES,TEAD-YAP inh,GPR151 activ,MITF inh,FBW7 activator
Cc1ccc(Cn2ccnc2C(=O)Nc2ccccc2)cc1,-62,-0.6,3,-0.1
COc1ccc(OCCC(=O)OCC(=O)Nc2nc(-c3ccc(OC)cc3)cs2)cc1,-48,-2.5,4,-0.1
COc1ccc(S(=O)(=O)N2c3ccc(C)cc3C(C)=CC2(C)C)cc1,62*,0.6,10,0.1
N#CCOc1ccc(Br)cc1C1NC(=S)NC(c2ccccc2)=C1C(N)=O (centres undefined),-8,-0.6,-10,-0.1
Cn1ccnc1C1(O)CCN(CC(=O)N(C2CCCCC2)C2CCCCC2)CC1,-10,-0.3,2,-0.2
CC(=O)Nc1ccc(NC(=O)CSc2nnc(COc3ccccc3)n2-c2ccccc2)cc1,2,0.8,7,-0.1
Cc1ccc(NC(=O)NN2CC(=O)N(c3ccccc3F)CC2=O)cc1,4,2.7,-3,-0.1
Cc1cccc(Nc2ncnc3c2cnn3-c2ccccc2)c1,-18,0.6,-1,0.1
NC(=O)COC(=O)c1c2c(nc3ccccc13)/C(=C\c1ccco1)CCC2,-4,-1.6,6,-0.1
Cc1ccc(C)c(C(=O)COC(=O)c2ccc(C)c(S(=O)(=O)N3CCOCC3)c2)c1,-3,-1.4,15,0.6

(cont.)
SMILES,TEAD-YAP inh,GPR151 activ,MITF inh,FBW7 activator
COC(=O)c1ccccc1NC(=O)c1sc2ncnc(N3CCN(c4ccccn4)CC3)c2c1C,5,1.6,3,-0.2
C/C(=N\O)C(C)(C)Nc1cccc(Cl)c1,-4,2.3,3,0.2
O=C(CSc1cccc[n+]1[O-])NC(=O)Nc1ccc2c(c1)OCCO2,6,-1.7,6,0.5
CCCn1cnc2sc(C(=O)N3CCC(Cc4ccccc4)CC3)c(C)c2c1=O,-2,0.9,-6,-0.1
COc1cccc(CC(=O)N2CCc3c(cnc(C)c3CNC(=O)Cn3ccnc3)C2)c1,-1,-0.1,20,0.9
O=C(COC(=O)Cn1nnc(-c2ccccc2)n1)Nc1ncc([N+](=O)[O-])s1,3,-0.5,-4,-0.4
COc1cc(/C=N/NC(=O)c2cc(C)[nH]n2)cc(Br)c1OC,-11,-0.3,9,0.0
O=C(Nc1ccc(Cl)c([N+](=O)[O-])c1)c1cccc(F)c1,6,-0.7,4,0.0
O=C(NCCCc1ccncc1)C1CC12CCN(C1Cc3ccccc3C1)CC2 (centres undefined),-9,0.2,5,-0.1
C=CCNC(=O)CCc1nc(-c2cccc(OC)c2)no1,-2,-1.5,4,0.0

(continued)
SMILES,TEAD-YAP inh,GPR151 activ,MITF inh,FBW7 activator
Cc1cccc(N=Nc2c(O)[nH]c(=S)[nH]c2=O)c1,-48,-5.9,20,0.0
Cc1ccccc1CC1(CO)CCCN(C(=O)c2ccc3c(c2)OCO3)C1 (centres undefined),-14,1.2,-5,0.0
O=C(COC(=O)c1ccc([N+](=O)[O-])o1)NNC(=O)c1ccccc1,4,-1.0,-8,-0.1
COCCNC(=O)CSc1nc2sc3c(c2c(=O)[nH]1)CCC3,2,-1.0,19,0.3
COc1ccc(C(=O)C2CCN(C(=O)/C=C/C(=O)O)CC2)cc1,3,-0.4,10,-0.1
Cc1nc(N2CCCCC2)c2c(C)c(C(=O)N(CCO)c3ccccc3)sc2n1,0,-1.0,6,0.5
CC(=O)Nc1ccc(S(=O)(=O)N2CC3(C)CC2CC(C)(C)C3)cc1 (centres undefined),10,-0.1,10,0.2
CCOC(=O)c1c(N)sc2c1CCC(CC)C2 (centres undefined),-7,1.2,5,-0.4
CC(C)N1CCC(N2CCN(Cc3nc4ccccc4s3)CC2CCO)CC1 (centres undefined),-5,1.7,9,-0.2
COC(=O)COc1ccc(S(=O)(=O)Nc2ccccc2F)cc1Cl,9,-1.4,0,-0.1

Remaining list, next part.
SMILES,TEAD-YAP inh,GPR151 activ,MITF inh,FBW7 activator
NC(=O)COC(=O)c1cccc(I)c1,2,1.1,0,0.2
CCC(NS(=O)(=O)c1ccc(C)cc1)C(=O)Nc1ccc(NC(C)=O)cc1 (centres undefined),-9,0.2,3,0.1
Cc1nc2c(C)cccn2c1C(=O)NCc1cccc(Cl)c1,-9,0.3,3,0.0
NC(=O)C1CCN(c2ccc(N3C(=O)CCCC3=O)cc2[N+](=O)[O-])CC1,7,0.3,7,0.0
COc1ccc(Cl)cc1C1=N/C(=C\c2c(F)cccc2Cl)C(=O)O1,-5,-0.7,-4,0.0
O=C(CCN1CCCO1)N1CCCC(CNS(=O)(=O)c2cccs2)C1 (centres undefined),6,0.8,3,0.1
CCC(C)NC(=O)c1cc(S(=O)(=O)N2CC(C)CC(C)C2)ccc1Sc1cccc(Cl)c1 (centres undefined),1,1.0,-4,0.1
CC(=O)c1ccc(NC(=O)/C=C/c2cccc([N+](=O)[O-])c2)cc1,-23,-0.9,11,-0.1
Cc1c(NC(=O)CCl)c(=O)n(-c2ccccc2)n1C,0,0.2,2,-0.1

No enrichment for hits. About 3.4% of those tested had a hit in this group.
